PP5 inh – PP5 (human) phosphatase inhibition | P53041 | purified PP5c, OMFP substrate fluorescence | inhibition, % at 6.7 µM | actives 0.18% (n = 320,000) | AID 1987;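 active = inhibition above the campaign's mean inhibition across all tested compounds plus 3 SD, cut at about 9.5% in these data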;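 note: 0% = DMSO only and 100% = 100 µM cantharidin control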
VLA-4 inh – inhibition in a human VLA-4 binding assay; inhibition, % (about 7 µM as worked out from the volumes in the protocol); actives 0.2% (n = 330,000); VLA-4 expressing cells, ligand binding flow cytometry; P13612; in the data active = inhibition above about 50%
PP1 inh – counter-screen for PP5 inhibitors: inhibitors of human PP1-alpha; P62136; purified PP1alpha, OMFP fluorescence; inhibition, % at 6.7 µM; actives 0.9% (n = 320,000);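 active = inhibition above the mean inhibition of all tested compounds plus 3 SD, computed separately for each screening campaign, cut at about 15% in these data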
core dimer inh – HCV core protein dimerization inhibition | actives 0.33% (n = 300,000) | TR-FRET GST/Flag-core106 dimerization, 1536-well | inhibition, % at 5 µM | AID 1899;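 active = inhibition above the mean of all tested compounds plus 3 SD, set per screening campaign, cut at about 45% in these data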
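Assay system – GST-tagged and Flag-tagged HCV core protein residues 1-106 · Quantity – core106 proteins, GST 13.5 nM and Flag 17 nM · Benchmarks – unlabelled core106 and no-GST-core106 wells · Read-out basis – percent inhibition of core106 dimerization signal · Detection – time-resolved FRET, ex 340 nm, em 617 and 671 nm · Schedule – 4 h at 22.5 °C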
proCasp7 act – counter-screen for procaspase-3 activators: activators of human procaspase-7 | activation, % at 8.5 µM | P55210 | actives 0.093% (n = 330,000) | recombinant procaspase-7, Ac-DEVD-pNA absorbance 405 nm; D23A/D198A/D206A triple mutant, cannot self-cleave; scale: DMSO 0, 5 µM enzyme 100 | AID 463210;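 active = percent activation above the screen-wide mean plus 3 SD, cut at about 25% in these data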
Target sequence (P55210 whole entry D23A/D198A/D206A): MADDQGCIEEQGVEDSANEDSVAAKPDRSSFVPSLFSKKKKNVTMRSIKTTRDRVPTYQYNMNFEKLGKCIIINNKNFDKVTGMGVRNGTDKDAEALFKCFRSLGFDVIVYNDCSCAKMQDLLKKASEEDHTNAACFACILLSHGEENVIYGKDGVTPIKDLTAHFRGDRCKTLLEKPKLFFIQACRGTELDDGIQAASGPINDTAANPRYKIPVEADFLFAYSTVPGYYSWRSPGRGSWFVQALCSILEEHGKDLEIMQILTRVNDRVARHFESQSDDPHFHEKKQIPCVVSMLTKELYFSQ
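Assay system: Uncleavable procaspase-7 mutant enzyme | Input: 2 µM procaspase-7 mutant as dispensed | Timing: 1 h compound preincubation, 2 h substrate cleavage, 25 °C | Repeats: One well per compound | Control set: DMSO wells as 0%, DMSO with 5 µM added PC-7 as 100% | Technique: Epi-absorbance of released pNA at 405 nm, two timepoints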
GRK2 inh – blocks RNA aptamer binding to human GRK2; inhibition of aptamer binding, % at 10 µM; actives 0.59% (n = 330,000); bead flow cytometry, FAM-aptamer displacement from GRK2;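 active = inhibition of aptamer binding above 40%, roughly 3 SD of noise, on plates passing a quality check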;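 note: median bead fluorescence of bound FAM aptamer so fluorescent compounds give negative values; no value below 0 was filed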
CTSL1 counter – counter-screen for PFM18AAP inhibitors: inhibitors of F. hepatica cathepsin L1. inhibition, % at 5.96 µM. actives 0.49% (n = 300,000). recombinant F. hepatica cathepsin L1, Z-Leu-Arg-MCA fluorescence;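 active = inhibition above the mean of all tested compounds plus 3 SD, set per screening campaign, cut at about 17% in these data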;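 note: 0% = plate median of test compound wells and 100% = 1 µM Z-Phe-Ala-diazomethylketone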
GASC-1 inh – inhibitors of human GASC-1 (JMJD2C) demethylase. Q9H3R0. GST-JMJD2C(1-420) H3K9me3 demethylation, DELFIA europium. inhibition, % at 2.35 µM. actives 0.069% (n = 330,000);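 active = more than half of a compound's replicate wells show inhibition beyond 50%, single wells judged on their own value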;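 note: signal counts dimethyl H3K9 product captured on neutravidin plate; 0% = median of DMSO wells and 100% = 0.3 times that DMSO median; strong numbers were not always called active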
Target sequence (Q9H3R0 1-420 limits assumed): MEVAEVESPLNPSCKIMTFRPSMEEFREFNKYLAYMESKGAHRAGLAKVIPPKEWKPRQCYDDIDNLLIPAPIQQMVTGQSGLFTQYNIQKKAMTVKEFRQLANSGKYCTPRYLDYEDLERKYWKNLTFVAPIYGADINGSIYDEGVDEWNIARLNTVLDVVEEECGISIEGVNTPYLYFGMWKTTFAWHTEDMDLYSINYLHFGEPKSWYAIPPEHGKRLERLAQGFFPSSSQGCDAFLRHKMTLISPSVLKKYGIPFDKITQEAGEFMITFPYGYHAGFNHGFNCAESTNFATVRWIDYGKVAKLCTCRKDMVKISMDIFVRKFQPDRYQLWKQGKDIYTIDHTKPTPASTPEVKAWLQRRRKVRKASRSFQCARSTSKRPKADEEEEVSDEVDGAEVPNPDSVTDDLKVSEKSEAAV
proCasp3 act – activators of human procaspase-3. activation, % at 8.5 µM. recombinant procaspase-3 D3A, Ac-DEVD-pNA absorbance 405 nm. actives 0.11% (n = 330,000). AID 463141. P42574;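 active = activation above the mean of all tested compounds plus 3 SD, cut at about 21% in these data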;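 note: 0% = DMSO alone and 100% = DMSO wells spiked with extra 5 µM PC-3 D3A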
Target sequence (P42574 whole entry D9A/D28A/D175A): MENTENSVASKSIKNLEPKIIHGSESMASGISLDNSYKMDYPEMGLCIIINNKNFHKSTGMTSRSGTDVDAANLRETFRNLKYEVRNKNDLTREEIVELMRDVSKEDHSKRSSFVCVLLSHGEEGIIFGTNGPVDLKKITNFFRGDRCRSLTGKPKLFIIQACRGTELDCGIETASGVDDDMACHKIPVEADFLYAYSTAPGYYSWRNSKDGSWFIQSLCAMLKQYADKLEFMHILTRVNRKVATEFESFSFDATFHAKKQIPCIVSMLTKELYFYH
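Technique: 405 nm absorbance of p-nitroaniline, reads at 0 and 120 min; Test system: Procaspase-3 D3A mutant; Incubation: 1 h enzyme-compound preincubation, then 2 h substrate reaction, 25 °C; Repeats: singlicate, each compound tested once; Benchmarks: low control DMSO wells, high control DMSO plus 5 µM PC-3 D3A.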
* marks the source's active call; other numbers are inactive results; nt = no result given.

| mol | GRK2 inh | VLA-4 inh | GASC-1 inh | PP5 inh | proCasp3 act | PP1 inh | proCasp7 act | core dimer inh | CTSL1 counter |
| --- | --- | --- | --- | --- | --- | --- | --- | --- | --- |
| NC(=O)CC[C@@H]1NC(=O)[C@@H]2CCCN2C(=O)c2cc([N+](=O)[O-])cc(F)c2NCCC[C@@H](C(N)=O)NC1=O | 3 | 12 | -8 | 5.7 | 2 | -1 | -11 | -4 | 3 |
| CCCCOc1ccc(C2/C(=C(/O)c3ccc4c(c3)CC(C)O4)C(=O)C(=O)N2CCCN2CCOCC2)cc1OC (stereo not drawn) | 4 | -7 | -23 | 0.9 | -10 | 3 | -95 | 1 | 1 |
| COC(=O)c1ccc(COC(=O)CSCC(=O)Nc2ccc(C)cc2C)cc1 | 3 | -4 | 2 | nt | 11 | nt | 2 | nt | nt |
| O=C(CN1CCSC1=O)N1CCN(S(=O)(=O)c2ccccc2)CC1 | 1 | 6 | -1 | 0.5 | -6 | 1 | 1 | nt | nt |
| CCOC(=O)c1nc(NNC(=O)c2ccc([N+](=O)[O-])cc2)sc1C | 2 | -8 | -2 | 3.8 | -6 | 3 | -2 | -19 | 11 |
| CSCCC(NS(=O)(=O)c1ccc2[nH]c(=O)c(=O)[nH]c2c1)C(=O)O (stereo not drawn) | 1 | 5 | 0 | -1.6 | -5 | -5 | 10 | 1 | -4 |
| CC(C)OC(=O)C1CC(C)(O)C(=O)C(C(=O)OC(C)C)C1c1ccc([N+](=O)[O-])cc1 (stereo not drawn) | 14 | 11 | -2 | 0.7 | 2 | -3 | 1 | -2 | 13 |
| Cc1ccc(S(=O)(=O)N2CCN(Cc3cccnc3)CC2)cc1 | 3 | 4 | 2 | 4.1 | 8 | -2 | 12 | 1 | 1 |
| Cc1c(NC(=O)/C=C/c2cccs2)c(=O)n(-c2ccccc2)n1C | 1 | -1 | 9 | -0.8 | 6 | -4 | 2 | -2 | 0 |
| C=CCNC(=S)N1CCC(C(N)=O)CC1 | 0 | 7 | 3 | -3.2 | 10 | -3 | 9 | -5 | 2 |
| Cc1ccc(N(C(C)C(=O)N2CCOCC2)S(C)(=O)=O)cc1C (stereo not drawn) | 2 | 19 | -14 | 1.7 | 5 | 1 | 1 | -4 | -2 |
| CC(CC(=O)NC(C)c1ccc2c(c1)OCCO2)c1ccccc1 (stereo not drawn) | 1 | -3 | 14 | -1.8 | 10 | -2 | 5 | -6 | 3 |
| C(=C\c1ccccc1)/CSc1nnc(-c2cnccn2)n1Cc1ccco1 | 1 | 10 | 2 | 2.7 | 1 | 1 | 8 | 30 | -1 |
| Cc1nn(-c2ncc(C(F)(F)F)cc2Cl)c(=O)n1-c1ccccc1 | 0 | 6 | -41 | 0.9 | -7 | -1 | 9 | 0 | -2 |
| CC(=O)c1c(C)[nH]c(C(=O)CN2CCN(S(=O)(=O)c3ccc(C(C)C)cc3)CC2)c1C | 5 | -9 | nt | 2.4 | -1 | -6 | 3 | nt | nt |
| O=C(NCC1CCCO1)c1nc(Cn2ccc([N+](=O)[O-])n2)no1 (stereo not drawn) | 0 | -6 | 6 | 4.7 | -17 | 21* | -40 | -7 | 2 |
| Cc1nc(-c2ccccc2)nc2[nH]c(C(C)C)cc(=O)c12 | 1 | 17 | 0 | 2.8 | 1 | 0 | -1 | 2 | 4 |
| CCC(=O)Nc1ccc2c(c1)nc(CCN1CCN(C)CC1)n2C | 3 | -8 | -2 | -1.4 | -5 | -3 | 6 | -4 | 6 |
| O=C(Cc1ccccc1)NC1CCN(C(=O)NCc2ccccc2)CC1 | 14 | 3 | -1 | -2.3 | 4 | 1 | 4 | 3 | -2 |
| Fc1ccc(N2CCN(C3=Nc4cccc5cccc3c45)CC2)cc1 | 0 | -13 | 16 | 0.6 | 3 | 3 | -4 | 1 | 1 |
| COc1ccc(C(=O)C(OC(=O)c2ccc(C)c(NC(C)=O)c2)c2ccccc2)cc1 (stereo not drawn) | 1 | 5 | -20 | 1.2 | -7 | 3 | -2 | 0 | -19 |
| Cc1ccc(CN2CC(C(=O)Nc3ccncc3)CC2=O)cc1 (stereo not drawn) | 2 | -5 | -3 | 2.3 | 3 | -3 | 2 | -8 | 3 |
| Fc1ccccc1COc1ccc(Br)cc1CNCC1CCCO1 (stereo not drawn) | 0 | 9 | -2 | 0.2 | 9 | -2 | 2 | -3 | -2 |
| CCOC1=C/C(=C/c2c(N)n3oc(C)cc3nc2=O)C=CC1=O | 0 | 0 | 14 | -0.7 | 11 | -4 | -2 | -8 | 3 |
| CCc1ccc(NC(=O)CSc2nc3ccccc3c(=O)n2CCCC(=O)N2CCCC2)cc1 | 2 | 6 | 0 | -2.3 | 16 | 1 | 8 | 8 | -2 |
| CCOC(=O)CN1C(=O)C(=O)N(Cc2ccccc2)C1=O | 0 | 1 | -4 | -0.5 | -13 | -7 | -8 | -13 | 10 |
| O=C(O)CCCC(=O)N1CCc2cc(S(=O)(=O)N3CCc4ccccc43)ccc21 | 0 | -1 | -7 | 2.0 | 6 | -1 | 1 | 8 | 5 |
| COc1cc(NC(=O)C2CCCCC2)c2ncccc2c1 | 0 | 5 | -6 | 1.5 | -6 | 0 | 7 | -2 | 7 |
| CC1Cc2cc(S(=O)(=O)N3CCC(C(=O)NCc4ccco4)CC3)ccc2N1C(=O)C1CCC1 (stereo not drawn) | 0 | 12 | -2 | -0.5 | 11 | -1 | 2 | 3 | 2 |
| CC(=O)c1ccc(-n2c(C)c(C(C)=O)c3cc(O)ccc32)cc1 | 2 | 8 | -6 | 2.8 | 6 | -2 | 3 | 0 | -5 |
| CCn1nnc(-c2ccccc2NC(=O)c2cccc(-n3cnnn3)c2)n1 | 1 | 18 | 43 | 2.9 | 6 | -2 | -5 | 1 | 0 |
| COc1ccc([N+](=O)[O-])cc1NC(=O)C(C)OC(=O)C1CC(=O)N(Cc2ccco2)C1 (stereo not drawn) | 0 | -1 | 154 | -1.1 | 4 | -3 | 1 | 3 | -58 |

Given with two lines to a compound: part of the list above.
Each structure is followed by: GRK2 inh	VLA-4 inh	GASC-1 inh	PP5 inh	proCasp3 act	PP1 inh	proCasp7 act	core dimer inh	CTSL1 counter
> CCc1ccc(NC(=O)CSc2nc3ccccc3c(=O)n2CCCC(=O)N2CCCC2)cc1
  2	6	0	-2.3	16	1	8	8	-2
> O=C(O)CCCC(=O)N1CCc2cc(S(=O)(=O)N3CCc4ccccc43)ccc21
  0	-1	-7	2.0	6	-1	1	8	5
> CCn1nnc(-c2ccccc2NC(=O)c2cccc(-n3cnnn3)c2)n1
  1	18	43	2.9	6	-2	-5	1	0

Going on with the list.
| mol | GRK2 inh | VLA-4 inh | GASC-1 inh | PP5 inh | proCasp3 act | PP1 inh | proCasp7 act | core dimer inh | CTSL1 counter |
| --- | --- | --- | --- | --- | --- | --- | --- | --- | --- |
| CCCOc1ccc(C(=O)O)cc1 | 0 | -1 | -2 | 0.8 | 8 | -1 | 9 | -7 | 2 |
| CSc1ccccc1NC(=O)CO/N=C(\C)c1cc2ccccc2o1 | 1 | 1 | 4 | 3.1 | 8 | 2 | 6 | 12 | 2 |
| O=C(COC(=O)/C=C/c1nc2ccccc2s1)Nc1cccc2ccccc12 | 0 | 21 | -4 | 2.4 | 9 | -1 | 0 | -15 | 2 |
| Cc1ccc(OCC(=O)NNC(=O)CCc2ccccc2)cc1 | 0 | 5 | 0 | 2.1 | 5 | -1 | -7 | -2 | -17 |
| CN(C(=O)COC(=O)Cc1ccccc1[N+](=O)[O-])C1CCS(=O)(=O)C1 (stereo not drawn) | 0 | -5 | -2 | nt | 1 | nt | 17 | nt | nt |
| Cc1cc(N)n(-c2ccccc2C)n1 | 0 | 16 | 18 | 0.7 | 4 | -1 | 0 | -1 | -3 |
| CC(Nc1nc(N2CCN(CCO)CC2)nc2ccccc12)c1ccccc1 (stereo not drawn) | 2 | 9 | -4 | -0.8 | 0 | -1 | 8 | -2 | 0 |
| C=CCn1c(SCC(=O)NC2CC2)nnc1C1CC1 | 2 | 9 | 2 | 3.0 | 2 | -3 | 7 | 0 | 0 |
| CCOC(=O)N1CCN(C(c2ccc(C(C)C)cc2)c2sc3nc(C)nn3c2O)CC1 (stereo not drawn) | 3 | -4 | 5 | 0.9 | -4 | -3 | -12 | 3 | 1 |
| COc1cc(C(c2sc3nc(C)nn3c2O)N2CCOCC2)cc(OC)c1OC (stereo not drawn) | 0 | -1 | 17 | -8.8 | 2 | -3 | -3 | -13 | 9 |
| O=C(c1ccc(F)c(F)c1)N1CCC2(CC1)NCCc1[nH]cnc12 | 5 | -11 | -8 | -1.3 | 3 | -1 | -6 | -16 | -16 |
| COc1cccc(-c2ccc3ncnc(NCc4cccs4)c3c2)c1 | 1 | 3 | 5 | 1.2 | 0 | 4 | 11 | nt | nt |
| C=C[C@H]1C(O[C@@H]2O[C@H](CO)[C@@H](O)[C@H](O)[C@H]2O)OC=C2C(=O)N3CCc4cc(OC)c(O)cc4[C@H]3C[C@H]21 (stereo partly drawn) | 0 | 24 | nt | nt | 7 | nt | 5 | nt | nt |
| O=C1CCCC2=C1C(c1ccc(O)c(O)c1)c1c(ccc3ncccc13)N2 (stereo not drawn) | 9 | 14 | -7 | 3.6 | -18 | 0 | -26 | 10 | -7 |
| CCc1nc2sc3c(=O)[nH]cnc3c2c2c1CSC(C)(C)C2 | 1 | 7 | -4 | -2.8 | -2 | -5 | -20 | 9 | 0 |
| CCN(C(=O)Cn1cnc2cc([N+](=O)[O-])ccc2c1=O)C1CCS(=O)(=O)C1 (stereo not drawn) | 1 | 2 | -6 | 0.4 | 2 | -4 | 10 | 1 | -2 |
| C[C@H](CO)N1C[C@H](C)[C@@H](CN(C)C(=O)Nc2ccc(C(F)(F)F)cc2)Oc2ccc(NC(=O)Cn3cnnn3)cc2C1=O | 1 | 9 | 29 | nt | 1 | nt | -8 | nt | nt |
| CN(C(=O)CSc1nc(O)cc(=O)n1-c1ccccc1F)c1ccccc1 | 0 | 4 | 4 | 2.5 | -1 | 0 | 3 | 8 | -4 |
| O=C(Nc1ccc([N+](=O)[O-])cn1)c1cccnc1 | 2 | -1 | -7 | 5.9 | 6 | 0 | -2 | -5 | 1 |
| COc1ccccc1-c1cnnc(N/N=C/c2ccc(-c3cccc(Br)c3)o2)n1 | 0 | 5 | 4 | -0.7 | -1 | 7 | 8 | 28 | 7 |
| O=C(COc1cc(O)c2c(=O)cc(-c3ccccc3)oc2c1)c1ccccc1 | 0 | 0 | -5 | 0.5 | 6 | -5 | 4 | 10 | -2 |
| O=C(CSc1nnnn1-c1ccc(F)cc1)c1ccc(O)c(O)c1 | 3 | -2 | -6 | -0.8 | 2 | 0 | -2 | 3 | -1 |
| COc1ccc(-n2nc(C(=O)N3CCC(C#N)CC3)c3c4ccccc4n(C)c3c2=O)cc1 | 1 | -1 | 5 | 0.4 | 5 | -1 | 3 | 15 | 1 |
| O=C(NNC(=O)C1CC1c1ccccc1)c1ccccc1[N+](=O)[O-] (stereo not drawn) | 1 | 8 | -2 | -0.3 | -2 | 1 | 11 | 2 | -2 |

Compound activity: PubChem BioAssay, several laboratories
